# M1 PAM parental – nonselective calcium activators in parental CHO-K1 cells, primary screen, counter-screen for M1 PAM project, cell-based, Fluo-8 calcium fluorescence, full deck, 1536-well | AID 602247, 2012 | actives 0.02% (n = 360,000) | activation, % at 3 µM | ATP EC20; 0% at ATP EC20, 100% at ATP max;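 active = activation above the run cutoff, the mean activation of all test compounds plus 3 SD, cut at about 40% in these data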;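 note: peak over basal fluorescence ratio in a 140 s read after ATP addition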
# M5 ag – human M5 muscarinic receptor agonists, primary screen, CHO-K1 cells, Fluo-8 calcium fluorescence | Muscarinic acetylcholine receptor M5 (Homo sapiens), P08912 | CHO-K1 hM5 cells; 0% DMSO wells, 100% maximal acetylcholine response | activation, % at 3 µM | actives 0.19% (n = 360,000) | AID 624037, 2012;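 active = activation above the run's mean over test compounds plus 3 SD, cut at about 23% in these data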;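 note: signal is peak over basal fluorescence ratio across the kinetic read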
# Target sequence (P08912 whole entry, looked up): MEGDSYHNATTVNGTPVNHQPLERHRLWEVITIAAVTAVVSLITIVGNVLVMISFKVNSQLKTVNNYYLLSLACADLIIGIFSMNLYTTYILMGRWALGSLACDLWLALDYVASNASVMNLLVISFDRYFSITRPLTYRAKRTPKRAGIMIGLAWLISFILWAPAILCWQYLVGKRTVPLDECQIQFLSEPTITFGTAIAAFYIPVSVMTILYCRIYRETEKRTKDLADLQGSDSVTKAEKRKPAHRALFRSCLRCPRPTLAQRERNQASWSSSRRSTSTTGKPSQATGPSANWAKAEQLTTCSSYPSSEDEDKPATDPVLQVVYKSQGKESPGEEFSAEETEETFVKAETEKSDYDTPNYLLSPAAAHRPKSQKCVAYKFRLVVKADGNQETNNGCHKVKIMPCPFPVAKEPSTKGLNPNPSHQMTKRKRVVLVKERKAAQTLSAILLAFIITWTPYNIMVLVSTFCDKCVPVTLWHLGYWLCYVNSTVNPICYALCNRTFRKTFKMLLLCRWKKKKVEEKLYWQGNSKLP
# CHRM4 antagonist – human M4 muscarinic receptor antagonists, primary screen, CHO cells, Fluo-8 calcium fluorescence. Muscarinic acetylcholine receptor M4 (Homo sapiens), P08173. CHO-hM4 cells, ACh EC80. inhibition, % at 3 µM. actives 0.73% (n = 360,000);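 active = inhibition above its plate's cutoff, the mean inhibition of sample wells plus 3 SD, cut at about 27% in these data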;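 note: 0% = acetylcholine EC80 with DMSO and 100% = DMSO without agonist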
# Target sequence (P08173 whole entry, looked up): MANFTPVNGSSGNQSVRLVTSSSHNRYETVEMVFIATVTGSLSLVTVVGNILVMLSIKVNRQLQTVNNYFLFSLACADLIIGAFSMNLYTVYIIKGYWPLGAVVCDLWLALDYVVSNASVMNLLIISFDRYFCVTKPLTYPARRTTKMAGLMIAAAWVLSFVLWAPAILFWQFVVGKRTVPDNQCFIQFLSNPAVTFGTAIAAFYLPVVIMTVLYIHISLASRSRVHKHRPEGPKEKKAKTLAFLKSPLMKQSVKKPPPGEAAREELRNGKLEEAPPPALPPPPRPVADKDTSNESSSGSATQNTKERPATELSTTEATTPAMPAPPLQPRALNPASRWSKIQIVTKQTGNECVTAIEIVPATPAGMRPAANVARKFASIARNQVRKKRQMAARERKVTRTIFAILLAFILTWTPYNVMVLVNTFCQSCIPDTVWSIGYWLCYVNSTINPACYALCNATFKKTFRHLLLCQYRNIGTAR
# CHRM4 agonist – human M4 muscarinic receptor agonists, primary screen, CHO-K1 cells, Fluo-8 calcium fluorescence; actives 0.14% (n = 360,000); CHO-K1 hM4/Gqi5; vehicle 0%, full acetylcholine response 100%; activation, % at 3 µM; AID 624127, 2012;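 active = activation above the run mean over all test wells plus 3 SD, cut at about 32% in these data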;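 note: peak over basal fluorescence ratio per well then scaled between controls; 0% = DMSO wells and 100% = acetylcholine at EC100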
# CHRM4 PAM – human M4 muscarinic receptor positive allosteric modulators, primary screen, CHO-K1 cells, Fluo-8 calcium fluorescence; actives 0.4% (n = 360,000); activation, % at 3 µM; CHO-K1 hM4/Gqi5, ACh EC20; 0% = ACh EC20, 100% = maximal ACh;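 active = activation above its plate's cutoff, the mean activation of sample wells plus 3 SD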; note: some results filed as inactive read as strong as hits
# M5 antag – human M5 muscarinic receptor antagonists, primary screen, CHO cells, Fluo-8 calcium fluorescence; Muscarinic acetylcholine receptor M5 (Homo sapiens), P08912; CHO-hM5 cells, ACh EC80; inhibition, % at 3 µM; actives 0.59% (n = 360,000);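 active = inhibition above a per-plate cutoff, the mean of that plate's test compounds plus 3 SD, cut at about 27% in these data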;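 note: 0% = acetylcholine EC80 with DMSO and 100% = DMSO without agonist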
# CHO-K1 Ca ag – counter-screen for M1 agonists: effect in parental CHO-K1 cells; Fluo-8 calcium fluorescence; scaled to maximal ATP response, vehicle zero; activation, % at 3 µM; actives 0.48% (n = 360,000); in the data active = activation above about 15%;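 note: untransfected CHO-K1 host cells lacking M1 receptor as counterscreen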
# M5 PAM – human M5 muscarinic receptor positive allosteric modulators, primary screen, CHO-K1 cells, Fluo-8 calcium fluorescence; CHO-K1 hM5, ACh EC20 PAM; 0% = ACh EC20, 100% = ACh EC100; activation, % at 3 µM; actives 0.3% (n = 360,000); AID 624038, 2012;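 active = activation above the run cutoff, the mean activation of all test compounds plus 3 SD, cut at about 18% in these data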
#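 Assay system: CHO-K1 hM5 cells / Incubation: Fluo-8 loading 80 min at 37 °C plus 30 min room temperature / Technique: Fluo-8 calcium dye fluorescence, kinetic read / Repeats: single replicate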
# CHO-K1 Ca antag – counter-screen for M1 antagonists: effect in parental CHO-K1 cells; ATP-induced calcium, Fluo-8 fluorescence; inhibition, % at 3 µM; actives 0.6% (n = 360,000);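 active = inhibition above a per-plate cutoff, the plate's mean sample inhibition plus 3 SD, cut at about 24% in these data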;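 note: 0% = DMSO plus EC80 ATP and 100% = DMSO alone without ATP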
# * marks the source's active call; other numbers are inactive results; . = no result given.
SMILES,M1 PAM parental,M5 ag,CHRM4 antagonist,CHRM4 agonist,CHRM4 PAM,M5 antag,CHO-K1 Ca ag,M5 PAM,CHO-K1 Ca antag
CCOC(=O)C1CCCCN1Cc1cccc(OCc2ccccc2)c1 (configuration not stated),-6,7,-4,-2,3,-13,-0.2,5,-3
Cc1cc(C(=O)NCc2ccc(F)cc2)c2ccccc2n1,-2,-2,-10,2,0,7,2.6,1,-16
CCOC(=O)C1=C(COC(=O)Cc2ccccc2F)NC(=O)NC1C (configuration not stated),-10,3,-3,6,-4,-2,2.3,-9,-9
CC1CCCCC1NC(=O)COC(=O)Cc1ccc(Cl)cc1 (configuration not stated),2,1,8,0,5,6,-0.1,5,1
NC(=O)CC(NC(=O)Cc1cccc2ccccc12)c1ccc(N2CCC(N3CCCCC3)CC2)c([N+](=O)[O-])c1 (configuration not stated),-13,-12,-12,-1,3,-4,0.0,-4,-13
CCc1ccc(NC(=O)c2cc(S(=O)(=O)N3CCCC3)c[nH]2)cc1,13,0,-4,3,-4,-2,2.0,-4,18
O=[N+]([O-])c1cc(-c2nnc(-c3ccccc3)o2)ccc1Oc1ccc(Cl)cc1,19,3,1,1,-5,-1,1.3,-2,-7
COC(=O)C[C@@H]1CC[C@@H](NC(=O)Nc2cc(F)ccc2F)[C@@H](CO)O1,.,2,6,1,-3,-11,.,6,.
Cc1cccc(N2CCN(C(=O)c3cc(S(=O)(=O)N4CCOCC4)cn3C)CC2)c1C,11,2,-16,3,4,-3,0.1,3,-1
Cc1cc(OCc2cc(C(=O)NCC3(C)COC3)no2)cc(C)c1Cl,2,1,-14,19,-4,14,6.5,-10,6
CN(C)c1cccc(C(=O)OCC(=O)Nc2ccccc2Cl)c1,15,-3,-3,2,11,-9,1.5,10,-1
Cc1cccc(-c2nc(NCCCN3CCOCC3)c3ccccc3n2)c1,10,2,-5,10,-5,7,2.2,-8,-5
CCNC(=O)C1(C)CCCN1C(=O)c1ccc2c(c1)OCO2 (configuration not stated),8,-1,-19,0,-2,-12,0.0,1,-15
CN(C)c1cccc(C(=O)N(C)C2CCCN(Cc3ccccc3F)C2)c1 (configuration not stated),7,-2,-5,0,5,-7,0.7,1,1
Cn1c(C(=O)NCCCN2CCCCC2)cc2sccc21,-1,-4,-6,2,0,-6,0.1,-8,-19
N#CC1=C(SCC(=O)Nc2ccccc2)NC(=O)CC1c1ccc(O)cc1 (configuration not stated),-6,3,-8,-1,3,1,-0.4,0,-4
CCOC(=O)c1ccc(NC(=O)C2CC(=O)Nc3nc4ccccc4n32)cc1 (configuration not stated),4,-1,-7,-1,6,14,-0.1,-2,-4
Nc1nc(C2CCOCC2)cs1,11,2,-7,1,4,-5,0.7,11,-9
COCCCNCC1C(Oc2ccc(Cl)cc2)C(=O)N1c1ccccc1C (configuration not stated),22,0,3,7,1,-1,4.5,-2,-8
CCOC(=O)N1CCC(NC(=O)CCN2C(=O)COc3ccccc32)CC1,9,2,4,1,5,3,0.2,3,-2
CC1CCCC(C)N1C(=S)SCC(=O)O (configuration not stated),23,0,3,0,-13,-1,1.3,4,-17
Cc1noc(C)c1COc1ccc(C(=O)O)cc1,10,-3,-5,1,9,9,-0.2,-2,-3
COc1ccccc1C(=O)NCCC(=O)NCCOc1ccccc1,0,-1,4,1,-9,-5,0.4,-3,-1
CCC(C)NCCOCCOc1ccccc1-c1ccccc1 (configuration not stated),5,-4,-4,6,-7,-8,1.8,1,-11
COc1ccc(NC(=O)CSc2nnc(C)c3ccccc23)cc1,-20,-6,4,2,-4,5,0.1,-1,2

# Later entries
SMILES,M1 PAM parental,M5 ag,CHRM4 antagonist,CHRM4 agonist,CHRM4 PAM,M5 antag,CHO-K1 Ca ag,M5 PAM,CHO-K1 Ca antag
O=C(CCn1cccc1)Nc1ccc(OC(F)(F)F)cc1,-12,-5,4,1,3,2,0.0,0,10
CC(=O)Nc1ccc(N(C(=O)CNC(=O)c2ccco2)C(C(=O)NC2CCCC2)c2ccco2)cc1 (configuration not stated),11,-3,-23,0,2,-5,1.1,-2,-24
COc1ccc(Cl)cc1Nc1nc(NCCO)nc(N2CCCC2)n1,6,-1,2,1,3,-1,-0.1,5,0
COc1cc2c(cc1CNC[C@H]1O[C@@H](n3cc(C)c(=O)[nH]c3=O)C[C@@H]1O)OCO2,22,0,-9,0,7,11,0.7,-2,-9
Cc1[nH]c2ccccc2c1/C=N\NC(=O)c1ccccc1Cl,5,-1,-12,4,8,18,1.2,0,1
CSc1nc(-c2ccccc2)ccc1C(N)=O,13,-1,3,0,0,-1,2.9,1,-5
CC(C)N1CCN(C(=O)c2ccc(NC(=O)c3ccc(Br)o3)cc2)CC1,22,3,0,1,10,-2,0.8,20*,-19
O=C(CN1c2cccc3cccc(c23)S1(=O)=O)N1CCOCC1,8,3,6,1,-1,-5,0.2,0,-2
Cc1ccccc1OCC(=O)Nc1nnc(S(=O)(=O)N2CCCC2)s1,-2,2,-7,3,6,3,1.1,1,3
O=C(CSCc1ccccc1)N1CCN(c2ccc(F)cc2)CC1,5,4,1,4,-3,2,2.9,-1,-13
COc1cc(OC)c(C2=NOC(C(=O)N3CCCc4ccccc43)C2)cc1Cl (configuration not stated),-5,-5,14,2,-9,17,0.3,-13,3
O=[N+]([O-])c1ccccc1CN1CCN(c2ncccn2)CC1,23,-6,-6,0,6,5,0.4,5,-8
Cc1c(NC(=O)C(C)Oc2ncnc3ccccc23)c(=O)n(-c2ccccc2)n1C (configuration not stated),19,0,1,0,5,-2,0.5,-1,-7
CCOC(=O)CNc1ccc(OC(F)(F)F)cc1,23,-4,0,0,-1,12,1.8,0,-14
CCOCCCNCc1ccc(Cl)cc1,-11,0,-13,1,8,-6,-0.1,0,7
COc1ccc(CCNC(=O)COc2ncnc3ccccc23)cc1,12,-1,1,4,-3,4,0.5,3,-14
Cc1nc2cc(NC(=O)CCS(=O)(=O)c3ccccc3)ccc2s1,-3,5,2,6,16,-4,1.5,3,16
Cc1cc(O)c2c(c1)CC1C3CCC4CC(=O)CCC4(C)C3CC(=O)C21C (configuration not stated),20,-2,-1,1,-2,9,0.5,-1,-17
Cc1cc(OCC(=O)O)c2ccccc2n1,9,-1,-4,1,3,-1,0.1,3,-2
CCOc1ccc(C(=O)Nc2cc(C)on2)cc1,21,0,6,0,-2,5,1.7,-1,-9
CN(C)S(=O)(=O)N1CCC(n2nccc2NC(=O)CCc2ccccc2)CC1,13,-2,3,1,-2,-13,1.2,11,3
CN(Cc1cccc(-n2cccn2)c1)C(=O)CCc1nnc(C2CCCCC2)o1,7,-1,5,1,-9,6,0.4,-2,-10
Cc1c(C(N)=O)sc(N)c1C(=O)OC(C)C,9,-8,-1,0,1,-1,0.3,6,-10
Cc1nc(N)sc1-c1csc(Nc2ccccn2)n1,12,0,28*,0,1,0,0.0,2,-9
COc1ccc(-c2nnc(SCC(=O)Nc3c(Cl)cc(Cl)cc3C(=O)O)o2)cc1,18,-2,-4,0,4,10,0.7,-3,-9

# Compounds shown so far with an aryl thioether with sulfur outside any ring:
SMILES,M1 PAM parental,M5 ag,CHRM4 antagonist,CHRM4 agonist,CHRM4 PAM,M5 antag,CHO-K1 Ca ag,M5 PAM,CHO-K1 Ca antag
COc1ccc(NC(=O)CSc2nnc(C)c3ccccc23)cc1,-20,-6,4,2,-4,5,0.1,-1,2
CSc1nc(-c2ccccc2)ccc1C(N)=O,13,-1,3,0,0,-1,2.9,1,-5
COc1ccc(-c2nnc(SCC(=O)Nc3c(Cl)cc(Cl)cc3C(=O)O)o2)cc1,18,-2,-4,0,4,10,0.7,-3,-9

# Next section:
SMILES,M1 PAM parental,M5 ag,CHRM4 antagonist,CHRM4 agonist,CHRM4 PAM,M5 antag,CHO-K1 Ca ag,M5 PAM,CHO-K1 Ca antag
Cc1ccc(N2C(=O)C3ON(c4ccccc4)C(c4ccncc4)C3C2=O)c(C)c1 (configuration not stated),7,-1,4,1,-4,1,-0.1,7,8
CC(NC(=O)c1ccco1)C(=O)N1CCN(c2cccc(Cl)c2)CC1 (configuration not stated),-17,1,4,2,6,4,0.6,-6,2
O=C(CSc1ncc(S(=O)(=O)c2ccccc2)c(=O)[nH]1)Nc1ccccc1Cl,5,1,-5,0,2,3,-0.3,0,-6
COc1cc(Br)cc(/C=N/NC(=O)Cc2ccc(C(F)(F)F)cc2[N+](=O)[O-])c1O,1,0,-3,1,5,3,0.4,-9,-4
Nc1nc(N)c2c(ccc3nccc32)[nH]1,-18,-4,0,2,3,4,-0.2,7,-3
COc1ccccc1CCNC(=O)c1cccc(S(=O)(=O)N2CCc3ccccc3C2)c1,2,-6,2,5,3,8,1.3,-14,7
O=C(CN1CCc2ccccc21)NN1CC(=O)N(c2ccc(Cl)cc2)CC1=O,20,-2,-1,0,-6,12,0.2,-3,-15
COc1ccc(OC)c(S(=O)(=O)Nc2ccccc2C(F)(F)F)c1,1,-3,7,0,2,-6,0.0,2,-4
CN(C)c1ccc(C(=O)OCC(=O)N2CCCC2)cc1,12,-3,-12,2,8,2,0.4,3,-14
O=C(CSc1nnc(-c2ccc(Br)cc2)o1)N1CCN(C(=O)c2ccco2)CC1,27,3,-5,10,-4,10,9.3,-10,-15
O=C(NCc1cccc(Cl)c1)C1CCC(=O)N(CCN2CCOCC2)C1 (configuration not stated),13,-4,4,0,1,-3,2.3,7,1
Cc1nn(CCc2nn[nH]n2)c2nc(-c3ccccc3)cc(C(F)(F)F)c12,11,-5,-18,3,5,12,2.2,-5,7
C=CCN(CC=C)Cc1cc(=O)oc2cc(C)cc(C)c12,9,-4,-14,-3,10,-6,-0.4,-4,-23
COC(=O)c1cc(S(=O)(=O)N2CCC(C)CC2)ccc1F,9,-2,-5,-1,5,-1,0.4,3,-19
CCOC(=O)N1CCN(C(=O)c2ccc3nc(C)sc3c2)CC1,5,-4,-1,0,1,-5,-0.2,4,0
CCOC(=O)c1ccc(NC(=O)CC2C(=O)N(c3ccc(F)cc3)C(=O)N2CCC(C)C)cc1 (configuration not stated),4,0,-10,7,-3,8,2.3,-8,-18
O=c1[nH]c(SCc2cccc([N+](=O)[O-])c2)nc2[nH]ncc12,3,-4,-1,4,-3,4,2.4,-12,-3
COc1cccc(NC(=O)CN(C)C(=O)CC(NC(=O)c2ccccc2Cl)c2ccccc2)c1 (configuration not stated),5,2,-13,3,10,-10,1.9,4,-17
Cc1cc2c(=O)n(C)c(SCC(=O)Nc3ccccc3)nc2s1,-7,-1,-11,1,0,-7,0.6,5,11
COc1ccc(C2=NOC3(CC(=O)N(c4ccc(C)cc4)C3=O)C2)cc1 (configuration not stated),10,2,-9,4,0,2,1.0,3,-9
CC(=O)NC(NC(=S)Nc1c(C)n(C)n(-c2ccccc2)c1=O)C(Cl)(Cl)Cl (configuration not stated),14,-2,-1,1,-1,-2,0.3,1,-2

# One compound at a time, from the list above. Order of screens: M1 PAM parental, M5 ag, CHRM4 antagonist, CHRM4 agonist, CHRM4 PAM, M5 antag, CHO-K1 Ca ag, M5 PAM, CHO-K1 Ca antag
# `CCOC(=O)c1ccc(NC(=O)CC2C(=O)N(c3ccc(F)cc3)C(=O)N2CCC(C)C)cc1` (configuration not stated) reads 4, 0, -10, 7, -3, 8, 2.3, -8, -18
# `O=c1[nH]c(SCc2cccc([N+](=O)[O-])c2)nc2[nH]ncc12` reads 3, -4, -1, 4, -3, 4, 2.4, -12, -3
